# IL2 activator: IL-2 activation. IL-2 activation reporter assay, cell-based qHTS; stimulated with anti-CD3/CD4/CD28 beads; in transgenic mouse T cells. activation, % (series mostly up to about 46 µM). hit rate 0.065% among 360,000; in the data active means activation above about 50%; inconclusive means mostly about 30% to 49%; further: 0% is about no effect
#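 Unstimulated transgenic mouse T cells preincubated 60 min with compound, then stimulated with anti-CD3/anti-CD4-coated beads plus anti-CD28 for 18 h at 37 degrees C. IL-2 response read as EGFP and DsRed fluorescence by plate cytometry.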
# aSyn yeast inh: inhibitors of alpha-synuclein toxicity in yeast. hit rate 0.14% among 370,000. Yeast expressing alpha-synuclein, growth rescue, BacTiter-Glo, 24 h. Potency, µM (series often up to 46.1 µM), for inactives: at the top dose growth rescue (activation), most hits filed as activators; further: potency means the concentration at half of the fitted maximal effect; % of control where 0% means no effect; nearly all actives have a fitted effect of over 65% in size
#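 Readout is rescue of growth in alpha-synuclein-expressing yeast, so inhibitors of toxicity appear as activators. Growth after 24 hr at 30 deg C in galactose medium is quantified by luminescence.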
# EPAC1 ag: agonists of human EPAC1 | Potency, µM (doses to about 154 µM), inactives show top-dose activation, actives largely listed as activators | EPAC1 agonist qHTS, biochemical assay; response scale: 100% = response to 6.5 mM cAMP | hit rate 0.073% among 360,000 | AID 720707 | O95398; further: potency means the concentration at half of the fitted maximal effect; nearly all actives have a fitted effect of over 60% in size
#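 Fluorescent GDP-exchange assay: 100 nM EPAC1 with 250 nM Rap1B preloaded with BODIPY-GDP and 50 uM GDP; compounds tested as concentration series, 5 min at room temperature, then read every 5 min for 30 min (ex 480/em 540 nm); normalized to 6.5 mM cAMP.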
# FUS suppressor: suppressors of FUS proteinopathy in yeast. hit rate 0.24% among 390,000. S. cerevisiae FUS-expressing, growth rescue, OD600, 24 h. Potency, µM (series often up to 76.6 µM), for inactives: top-dose growth rescue (activation), usual class: activators;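 further: potency means the concentration at half of the fitted maximal effect; plate controls were DMSO vehicle for no effect and reference control for full effect; nearly all actives have a fitted effect of over 55% in size; some results filed as inactive show a strong effect at the top dose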
#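 Read-out: OD at 600 nm after 24hr at 30C, reporting rescue of FUS-induced yeast toxicity. Cells at OD 0.005 in galactose (2%) minimal medium; compounds tested in a dilution series; CP55940 titration from 92uM final as control.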
# PLK1 PBD block: inhibitors of human PLK1 polo-box domain binding | P53350 | Plk1 PBD binding of FITC phosphopeptide, fluorescence polarization | Potency, µM, without a hit: max response, negative = inhibition, actives largely listed as inhibitors | hit rate 2.8% among 360,000 | AID 720504; further: potency means the concentration at half of the fitted maximal effect; series mostly up to about 57 µM; on the % scale 0 is the no-effect control and ±100 the full control effect; nearly all actives have a fitted effect of over 65% in size
# Target sequence (P53350 whole entry, looked up, the tested form may be a part): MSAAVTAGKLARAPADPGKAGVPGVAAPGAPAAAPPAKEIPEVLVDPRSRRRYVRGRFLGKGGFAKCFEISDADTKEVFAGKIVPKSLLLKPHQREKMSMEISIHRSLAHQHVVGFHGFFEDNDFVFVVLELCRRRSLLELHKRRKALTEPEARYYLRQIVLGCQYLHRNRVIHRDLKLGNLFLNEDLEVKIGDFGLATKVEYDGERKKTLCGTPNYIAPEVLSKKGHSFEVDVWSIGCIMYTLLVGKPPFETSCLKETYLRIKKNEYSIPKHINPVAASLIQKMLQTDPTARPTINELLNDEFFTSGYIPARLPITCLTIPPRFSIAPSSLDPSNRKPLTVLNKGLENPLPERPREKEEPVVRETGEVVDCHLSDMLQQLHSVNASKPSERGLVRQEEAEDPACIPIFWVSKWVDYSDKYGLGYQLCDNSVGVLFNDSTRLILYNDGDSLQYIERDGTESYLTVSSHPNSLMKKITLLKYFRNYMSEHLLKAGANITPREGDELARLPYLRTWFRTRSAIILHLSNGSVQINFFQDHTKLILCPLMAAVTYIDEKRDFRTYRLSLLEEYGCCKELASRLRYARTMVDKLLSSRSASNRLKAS
# EPAC1 antag: blocks human EPAC1 exchange factor | O95398 | EPAC1 GEF assay, Rap1b-BODIPY-GDP exchange fluorescence | Potency, µM (doses to about 115 µM), for the others: at the top dose activity change, negative = inhibition, most hits filed as inhibitors | hit rate 0.14% among 360,000 | AID 720709;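 further: potency means the concentration at half of the fitted maximal effect; plate controls were vehicle for no effect and positive control for full effect; nearly all actives have a fitted effect of over 50% in size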
# Abeta yeast res: A-beta toxicity reversal in yeast | yeast expressing A-beta42, growth rescue, OD600, 48 h; response scale: 0% DMSO, 100% iron-clioquinol control | Potency, µM (top dose mostly 46.1 µM), for the others: at the highest dose growth rescue, actives largely listed as activators | hit rate 0.063% among 410,000; further: potency means the concentration at half of the fitted maximal effect; nearly all actives have a fitted effect of over 55% in size
#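 Yeast A-beta toxicity model in growth medium with pinned compounds, 48 h at 30 C; growth read as absorbance at 600 nm. Normalized to FeCl3/clioquinol equimolar mix (positive) and DMSO (negative).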
# PI5P4Ka inh: blocks human PI5P4K alpha kinase activity; max response, %; hit rate 1.2% among 330,000; PI5P4Kalpha enzyme, ADP-Glo luminescence, 60 min; stronger effect = lower value; P48426; AID 652105; active means max response of -50% or lower; inconclusive means between -30% and -50%; inactive means -30% or higher; further: value at the top dose of about 77 µM; on the % scale 0 is the no-effect control and ±100 the full control effect
#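 ADP-Glo luminescence end-point after a 60 min room-temperature kinase reaction. PI5P4Kalpha and substrate in HEPES pH 7.4 buffer with EGTA, 0.1% CHAPS and 5% DMSO; ATP at 5 microM final.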
# WRN inhibitor: WRN helicase (human) inhibition; WRN helicase unwinding, fluorescent forked duplex, kinetic; AID 651768; Potency, µM (series often up to 114 µM), inactives show at the top dose activity change, negative = inhibition, actives largely listed as inhibitors; Q14191; hit rate 0.46% among 360,000; further: potency means the concentration at half of the fitted maximal effect; on the % scale 0 is the no-effect control and ±100 the full control effect; nearly all actives have a fitted effect of over 55% in size
#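 Kinetic red-fluorescence monitoring (525/598 nm) tracks WRN helicase activity after 100 nM fluorophore-quencher forked duplex and 2 mM ATP are added to 20 nM enzyme pretreated 15 min at room temperature with compound.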
# An asterisk follows results filed as active; ? = inconclusive; / = no result given. Unless noted, the call rests on the fitted dose curve; in most records, active means well fitted curve in the direction sought with a large enough effect; inconclusive means small, poorly fitted or top-dose-only effect, or another doubt; inactive means no such curve, though single readings can be large; an effect the other way counts as inactive or inconclusive.
SMILES,IL2 activator,aSyn yeast inh,EPAC1 ag,FUS suppressor,PLK1 PBD block,EPAC1 antag,Abeta yeast res,PI5P4Ka inh,WRN inhibitor
CCOC(=O)[C@@H]1[C@H]2COc3ccccc3[C@@H]2N2C(=O)N(c3ccc(OC)cc3)C(=O)[C@@]12C,3.9,?,9%,7%,-3%,-7%,12%,3,-2%
O=C(NCCCn1ccnc1)/C(=C\c1cccs1)NC(=O)c1ccco1,-0.1,-4%,-1%,/,-9%,-22%,13%,-6,9%
O=C(/C=C/c1cc([N+](=O)[O-])ccc1OC(F)F)Nc1ccc(OC(F)F)cc1,1.0,0%,-2%,13%,5%,10%,-1%,-1,5%
Cc1ccc(S(=O)(=O)N2CCOC23CCN(S(=O)(=O)c2cccs2)CC3)cc1,0.3,3%,?,-15%,-4%,-19%,8%,-15,-11%
CNC(=O)c1c(Br)cnn1-c1ccc(C)cc1,-0.5,3%,-4%,-6%,0%,-12%,-1%,3,2%
C=CCn1c(COc2cccc3ccc(C)nc23)nnc1SCC(=O)O,-3.2,0%,7%,7%,-4%,6%,12%,7,-9%
CCC(=O)Nc1ccc(Nc2nc(C)c([N+](=O)[O-])c(Nc3ccc(NC(=O)CC)cc3)n2)cc1,-2.5,8%,-26%,13%,-4%,12%,4%,-5,-2%
O=C1Nc2ccc([N+](=O)[O-])cc2OC1CCN1CCN(Cc2ccc3c(c2)OCO3)CC1 (configuration not stated),-3.3,-1%,8%,-22%,-6%,-7%,1%,5,-21%
CCN1C(=O)[C@H]2[C@@H](c3ccc(-c4ccc(F)cc4)cc3)N3CCCC[C@@]3(C(=O)OC)[C@H]2C1=O,-0.6,?,-4%,?,0%,-16%,?,28,7%
Cn1c(CSc2ncccn2)nnc1SCC(=O)N1CCCCC1,-1.1,-10%,2%,13%,-6%,1%,6%,/,8%
COc1ccccc1NC(=S)N(CCCN1CCOCC1)Cc1cn(C)c2ccccc12,-4.5,-1%,8%,38%,?,?,-8%,-3,-6%
Cc1ccccc1C(=O)N1CCC(C(=O)Nc2sccc2C(N)=O)CC1,1.3,-3%,3%,15%,-3%,13%,-5%,-1,3%
Cc1ccccc1NC(=O)c1cccc(N2C(=O)C3CCC(C)CC3C2=O)c1 (configuration not stated),-0.4,1%,0%,18%,-6%,25%,-2%,1,21%
CN(C(=O)c1cccc(NC(=O)Cc2cccc(NC(=O)C3CCCN(C(=O)c4ccccc4)C3)c2)c1)C1CC1 (configuration not stated),-0.2,20%,-2%,10%,2%,-1%,3%,-1,-3%
CCOC(=O)c1cnc(SCC(=O)Nc2ccc(N3CCOCC3)c(Cl)c2)nc1N,0.9,4%,19%,19%,2%,0%,-6%,/,-5%
CCN1CCN(C(c2ccccn2)c2c(NC(=O)c3ccccc3)sc(C)c2C)CC1 (configuration not stated),-1.8,-3%,12%,?,-17%,-13%,-10%,1,-5%
O=C(O)C(Cc1c[nH]c2ccccc12)NS(=O)(=O)c1ccc(Cl)cc1 (configuration not stated),-0.6,1%,-5%,25%,-6%,5%,-5%,-11,6%
COc1ccc(CN2CCCC(CO)(Cc3ccc(F)cc3F)C2)cc1 (configuration not stated),-3.5,10%,-4%,-8%,3%,-5%,0%,1,1%
CN(C)CCCN(C(=O)c1ccc(S(=O)(=O)N2CCCCCC2)cc1)c1nc2ccc(Br)cc2s1,-4.9,-29%,5%,35%,-17%,-15%,8%,0,-2%
C=C1CCN(c2ccc(C(=O)NCc3ccc(OC)cc3)cc2[N+](=O)[O-])CC1,-0.5,-4%,-14%,-36%,-3%,-9%,-4%,9,-6%
N#Cc1nc(Cc2ccccc2)oc1N1CCN(c2ccccc2)CC1,1.0,-5%,23%,3%,-9%,-3%,7%,/,-3%

# Among those listed so far, these have a carbonyl joined to an NH by a bond outside any ring:
SMILES,IL2 activator,aSyn yeast inh,EPAC1 ag,FUS suppressor,PLK1 PBD block,EPAC1 antag,Abeta yeast res,PI5P4Ka inh,WRN inhibitor
O=C(NCCCn1ccnc1)/C(=C\c1cccs1)NC(=O)c1ccco1,-0.1,-4%,-1%,/,-9%,-22%,13%,-6,9%
O=C(/C=C/c1cc([N+](=O)[O-])ccc1OC(F)F)Nc1ccc(OC(F)F)cc1,1.0,0%,-2%,13%,5%,10%,-1%,-1,5%
CNC(=O)c1c(Br)cnn1-c1ccc(C)cc1,-0.5,3%,-4%,-6%,0%,-12%,-1%,3,2%
CCC(=O)Nc1ccc(Nc2nc(C)c([N+](=O)[O-])c(Nc3ccc(NC(=O)CC)cc3)n2)cc1,-2.5,8%,-26%,13%,-4%,12%,4%,-5,-2%
Cc1ccccc1C(=O)N1CCC(C(=O)Nc2sccc2C(N)=O)CC1,1.3,-3%,3%,15%,-3%,13%,-5%,-1,3%
Cc1ccccc1NC(=O)c1cccc(N2C(=O)C3CCC(C)CC3C2=O)c1 (configuration not stated),-0.4,1%,0%,18%,-6%,25%,-2%,1,21%
CN(C(=O)c1cccc(NC(=O)Cc2cccc(NC(=O)C3CCCN(C(=O)c4ccccc4)C3)c2)c1)C1CC1 (configuration not stated),-0.2,20%,-2%,10%,2%,-1%,3%,-1,-3%
CCOC(=O)c1cnc(SCC(=O)Nc2ccc(N3CCOCC3)c(Cl)c2)nc1N,0.9,4%,19%,19%,2%,0%,-6%,/,-5%
CCN1CCN(C(c2ccccn2)c2c(NC(=O)c3ccccc3)sc(C)c2C)CC1 (configuration not stated),-1.8,-3%,12%,?,-17%,-13%,-10%,1,-5%
C=C1CCN(c2ccc(C(=O)NCc3ccc(OC)cc3)cc2[N+](=O)[O-])CC1,-0.5,-4%,-14%,-36%,-3%,-9%,-4%,9,-6%

# This is a random part of the collection. About 4.1% of those tested had a hit in this group.
